High-throughput results (PubChem BioAssay)
N-glyco inh: increase of ERlucT glycosylation luciferase signal, primary screen, N-linked glycosylation inhibitor project, D54 ERlucT cells, luminescence, set 2 | 360,000 tested, 0.23% active | reporter increase, % at 12.5 µM | D54 ERlucT glycosylation luciferase reporter, 24 h; percent of 100 nM tunicamycin response;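 active = mean luciferase reporter signal, scaled so untreated is 0 and the glycosylation-blocking control 100, at or above a set limit in every replicate; inconclusive = mean reaches the limit but not every replicate does; inactive = mean below the limit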;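 note: luciferase carries N-glycosylation sites so blocking glycosylation raises the light; 0% = median of neutral control wells and 100% = median of 100 nM tunicamycin wells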
Exocytosis inh: LAMP-1 surface exposure blockers, TALL-104 cells – cell-based, flow cytometry, MLPCN library, primary screen; TALL-104 LAMP-1 surface exposure; cells stimulated with thapsigargin and PMA; inhibition, % at 10 µM; 360,000 tested, 0.66% active; AID 651702, 2012;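 active = inhibition above about 55%, limit read from the data; inconclusive = no clear call, values can overlap the other calls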
MC4R barr agon: MC4R agonists recruiting beta-arrestin, primary screen, cell-based, luminescence, agonist arm of biased-ligand search; AID 540308, 2011; 360,000 tested, 0.98% active; activation, % at 8.9 µM; U2OS MC4R beta-arrestin complementation; percent of melanotan II response, DMSO zero; Melanocortin receptor 4 (Homo sapiens), P32245;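 active = activation above a per-plate cutoff, the mean activation of sample wells on that plate plus 3 SD, cut at about 8% in these data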
Target sequence (P32245 whole entry, looked up): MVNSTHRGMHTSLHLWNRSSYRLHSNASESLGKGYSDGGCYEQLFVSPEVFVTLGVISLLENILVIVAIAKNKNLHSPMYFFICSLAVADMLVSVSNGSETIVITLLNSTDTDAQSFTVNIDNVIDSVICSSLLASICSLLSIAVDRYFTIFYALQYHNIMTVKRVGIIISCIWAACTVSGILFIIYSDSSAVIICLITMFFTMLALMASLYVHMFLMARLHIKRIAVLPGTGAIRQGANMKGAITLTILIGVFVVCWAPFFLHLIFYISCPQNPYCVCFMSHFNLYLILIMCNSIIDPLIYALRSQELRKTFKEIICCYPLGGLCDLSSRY
m5-HT2A agonist: mouse Htr2a agonists via beta-arrestin recruitment, primary screen, cell-based, luminescence; 5-hydroxytryptamine receptor 2A (Mus musculus), P35363; CHO-K1 mHTR2A beta-arrestin complementation; percent of 30 µM serotonin response; activation, % at 7.6 µM; 360,000 tested, 0.66% active;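 active = activation above a run cutoff, the mean activation of all tested compounds plus 3 SD, cut at about 14% in these data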;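 note: 0% = plate median of compound wells and 100% = 30 µM serotonin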
CaV13 FRET inh: Primary screen for inhibitors of IQ motif and Ca2+-dependent inactivation inhibitor domain binding in CACNA1D, Förster resonance energy transfer in living cells, …; HEK cells, CFP/YFP FRET ICDI-IQ, plate reader, 10 min; percent FRET-ratio fall versus neutral wells; inhibition, % at 12.3 µM; 340,000 tested, 0.098% active;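 active = mean replicate inhibition of at least 30% and at least 1% of replicates passing that level; inconclusive = only one of the two criteria is met; inactive = neither criterion is met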;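 note: 0% = median of the neutral control wells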
ABHD5-PLIN5 inh: ABHD5-PLIN5 interaction inhibitors, primary screen, cell lysate, split luciferase complementation, luminescence; 360,000 tested, 0.78% active; Perilipin-5 (Homo sapiens) + 1-acylglycerol-3-phosphate O-acyltransferase ABHD5 (Homo …; Split G. princeps luciferase complementation, 4 h; AID 602281, 2012; inhibition, % at 4 µM;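 active = inhibition above the mean inhibition across every tested compound plus 3 SD, cut at about 22% in these data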;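 note: 0% = DMSO only wells and the 100% control is not disclosed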
ABCB6 inh 2: ABCB6 transporter inhibitors, primary screen, K562-ABCB6 cells, flow cytometry, MLPCN library. fluorescence ratio to DMSO, % at 10 µM. K562-ABCB6 porphyrin accumulation, 1 h; hits give low values. 360,000 tested, 0.19% active. AID 602162, 2011;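 active = fluorescence ratio to DMSO below 75%, the collection mean minus 3 SD; inconclusive = too few cells collected in the well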;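 note: signal is porphyrin accumulated inside mitochondria; 100% equals median channel fluorescence of DMSO control wells; lower ratio means ABCB6 inhibition with less porphyrin fluorescence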
PDI turbidity: inhibitors of human PDI, primary screen, biochemical, turbidity, single point, plate reader. inhibition, % at 10 µM. 350,000 tested, 0.052% active. Protein disulfide-isomerase (Homo sapiens), P07237. PDI insulin aggregation turbidity, A650, 90 min;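 active = mean inhibition across replicates of 30% or more, whatever share of single replicates reach that level; inconclusive = mean inhibition below 30% while every single replicate reaches 30%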;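 note: absorbance from insulin aggregation driven by PDI reduction with DTT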
Target sequence (P07237 whole entry, looked up): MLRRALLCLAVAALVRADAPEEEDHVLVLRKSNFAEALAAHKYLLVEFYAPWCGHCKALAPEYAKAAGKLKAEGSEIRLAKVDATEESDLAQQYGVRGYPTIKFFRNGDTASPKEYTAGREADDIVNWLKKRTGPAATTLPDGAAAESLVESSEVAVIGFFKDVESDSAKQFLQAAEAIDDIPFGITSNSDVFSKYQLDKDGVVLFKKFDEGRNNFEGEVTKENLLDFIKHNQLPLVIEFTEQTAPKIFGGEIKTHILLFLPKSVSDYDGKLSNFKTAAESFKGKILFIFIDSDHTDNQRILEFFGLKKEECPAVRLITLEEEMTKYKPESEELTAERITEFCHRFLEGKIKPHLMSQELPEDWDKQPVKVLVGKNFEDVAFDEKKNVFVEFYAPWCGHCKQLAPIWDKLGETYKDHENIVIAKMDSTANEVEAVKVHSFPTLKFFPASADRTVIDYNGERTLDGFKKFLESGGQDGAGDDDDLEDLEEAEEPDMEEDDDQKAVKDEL
MC4R antag cAMP: MC4R antagonists of cAMP signaling, primary screen, cell-based, TR-FRET, antagonist arm of biased-ligand search; Melanocortin receptor 4 (Homo sapiens), P32245; MC4R-expressing cells, MTII-stimulated cAMP, LANCE TR-FRET; inhibition, % at 6.5 µM; 360,000 tested, 0.48% active;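 active = inhibition above its plate's cutoff, the mean of tested wells on that plate plus 3 SD, cut at about 29% in these data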;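 note: 0% = Melanotan II alone and 100% = Melanotan II plus saturating MCL0020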
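Material: U2OS-MC4R stable cell line | Reagent: Melanotan II challenge after compound preincubation | Doses: One concentration, 6.5 µM nominal | Incubation: 30-min compound preincubation, 1-h Melanotan II challenge, 1-h detection, room temperature | Signal: TR-FRET cAMP assay | Replicates: One well per compound, no replicates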
Cardio protect: cardioprotection against H2O2-induced cell death, primary screen, uHTS, H9c2 cells, ATPLite luminescence. H9c2 cardiomyocytes, H2O2 injury protection, 2 h. protection from H2O2 cell death, % at 20 µM. 360,000 tested, 0.63% active. AID 588492, 2011;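 active = compounds giving at least 50% protection of heart cells from peroxide-induced death in the single-dose screen, raw or plate-pattern-corrected value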;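 note: 0% = DMSO wells with peroxide and 100% = DMSO wells without peroxide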
* marks the source's active call; other numbers are inactive results; u = inconclusive; x = no result given; + = active, no number; & = joins results of further samples. Compounds were not picked by outcome; overall some 4.2% were active at least once.

SMILES | N-glyco inh | Exocytosis inh | MC4R barr agon | m5-HT2A agonist | CaV13 FRET inh | ABHD5-PLIN5 inh | ABCB6 inh 2 | PDI turbidity | MC4R antag cAMP | Cardio protect
CS(=O)(=O)N(CC(=O)N1CCCC1)Cc1ccc(Cl)c(Cl)c1 | 0 | 0 | -1.4 | 1 | -1 | -2 | 101 | 3 | 1 | 12
COc1ccc(-c2cc(CCCC(=O)NCc3ccccn3)no2)cc1 | -2 | 0 | -1.1 | 2 | -5 | -1 | 97 | x | 4 | -9
Oc1ccc(Cc2ccccc2)c2cccnc12 | -7 | -5 | -3.3 | -8 | -9 | 7 | 97 | -1 | 1 | 34
CC1CCC/C(=N\NC(=S)NCc2ccccc2)C1 (configuration not stated) | 1 | -4 | 1.7 | -1 | -4 | -7 | 86 | 3 | 17 | 2
CCCNC(=O)c1cc(-c2ccccc2)c(N2CCCCC2)s1 | -4 | 21 | 0.0 | 2 | -21 | 4 | 100 | -6 | 7 | -1
CN(C)c1nc(SCCOC(=O)Nc2ccccc2)nc(N(C)C)n1 | -2 | -1 | 3.2 | -3 | -5 | -8 | 100 | -1 | 4 | 2
CSc1ncccc1C(=O)OCc1ccc([N+](=O)[O-])cc1 | 0 | -7 | 12* | 2 | -8 | -1 | 103 | 4 | 2 | 10
CCC(=O)Nc1nc(=S)ss1 | 2 | 2 | -2.2 | -1 | 1 | -48 | 106 | 1 | 1 | -5
O=C1CCCC2=C1C(c1ccccc1)NC(=S)N2 (configuration not stated) | 3 | -1 | 0.3 | 0 | -5 | -1 | 93 | 5 | 3 | 1
CC(C)CC1C(=O)N(Cc2cn(CC3CCCCC3)nn2)CCS(=O)(=O)N1Cc1ccc(-c2ccc(Cl)cc2)cc1 (configuration not stated) | -6 | 14 | -1.4 | -3 | -7 | -3 | 90 | -5 | 8 | -20

A different layout for seven compounds above.
molecule	N-glyco inh	Exocytosis inh	MC4R barr agon	m5-HT2A agonist	CaV13 FRET inh	ABHD5-PLIN5 inh	ABCB6 inh 2	PDI turbidity	MC4R antag cAMP	Cardio protect
CS(=O)(=O)N(CC(=O)N1CCCC1)Cc1ccc(Cl)c(Cl)c1	0	0	-1.4	1	-1	-2	101	3	1	12
O=C1CCCC2=C1C(c1ccccc1)NC(=S)N2 (configuration not stated)	3	-1	0.3	0	-5	-1	93	5	3	1
CCCNC(=O)c1cc(-c2ccccc2)c(N2CCCCC2)s1	-4	21	0.0	2	-21	4	100	-6	7	-1
CC1CCC/C(=N\NC(=S)NCc2ccccc2)C1 (configuration not stated)	1	-4	1.7	-1	-4	-7	86	3	17	2
CSc1ncccc1C(=O)OCc1ccc([N+](=O)[O-])cc1	0	-7	12*	2	-8	-1	103	4	2	10
CN(C)c1nc(SCCOC(=O)Nc2ccccc2)nc(N(C)C)n1	-2	-1	3.2	-3	-5	-8	100	-1	4	2
Oc1ccc(Cc2ccccc2)c2cccnc12	-7	-5	-3.3	-8	-9	7	97	-1	1	34

Following part:
SMILES | N-glyco inh | Exocytosis inh | MC4R barr agon | m5-HT2A agonist | CaV13 FRET inh | ABHD5-PLIN5 inh | ABCB6 inh 2 | PDI turbidity | MC4R antag cAMP | Cardio protect
COc1cc(C)c(S(=O)(=O)Nc2ccc(CC(=O)O)cc2)cc1C | 3 | 2 | -1.9 | -2 | -5 | -2 | 97 | 3 | 2 | -6
CCCCCc1ccc(OCCCC[n+]2ccc(C)cc2)c(CCCCC)c1 | 3 | 10 | 7.3 | -1 | -19 | 21 | 94 | -4 | 12 | -35
CC(Sc1nnc(-c2ccccc2F)n1C1CC1)C(N)=O (configuration not stated) | 0 | -5 | 1.4 | -8 | -2 | 2 | 99 | -5 | 7 | 1
COc1cc2c(cc1NC(=O)CCC(=O)O)oc1ccccc12 | 1 | -2 | 0.1 | 9 | 0 | 2 | 99 | 10 | 8 | 5
CCC(C)Sc1cc(-c2nc3ccc(C)cn3c2NCc2ccccc2)ccc1OC (configuration not stated) | u | 54&28 | -3.0 | 10&0 | -12 | 7&-3 | 92&94 | -7 | 47* | -33
O=C(C1=NN(c2ccccc2)C2C(=O)N(c3ccccc3)C(=O)C12)c1ccccc1 (configuration not stated) | -2 | -2 | -0.9 | -4 | + | -7 | 94 | 10 | 10 | 1
CCOC(=O)C1CCCN(C(=O)CN2C(=O)C(CC)Oc3ccc(C)cc32)C1 (configuration not stated) | 0 | 1 | -0.4 | -1 | -12 | -2 | 99 | -6 | 20 | 1
NNC(=O)c1ccc(COc2ccc([N+](=O)[O-])cc2)o1 | -2 | 2 | 2.4 | -1 | -20 | 12 | 99 | 0 | -11 | 0
CCOCCCn1c(=O)c2ccccc2n2c(=S)[nH]nc12 | 1 | -5 | -0.8 | 4 | -2 | 4 | 95 | -3 | 9 | 0
CCOc1c(OC)cccc1C1CC(=O)Nc2cc3c(cc21)OCCO3 (configuration not stated) | 5 | -1 | 1.4 | 0 | -7 | -10 | 93 | -5 | 16 | -4
Cc1ccc(S(=O)(=O)CCC(=O)OCC(=O)Nc2cccc(S(=O)(=O)N3CCCCC3)c2)cc1 | 2 | -7 | 1.6 | -10 | 58* | -3 | 95 | -1 | 17 | -19
CN(CC(=O)Nc1ccccc1Cl)C(=O)CCc1nc2ccccc2c(=O)[nH]1 | -2 | -1 | -0.1 | 8 | -3 | 8 | 98 | 1 | 5 | 64*
Cc1ccc(CC2CC(=O)N(CCc3ccccc3)C2=O)cc1 (configuration not stated) | 2 | 25 | -2.3 | 11 | 9 | 3 | 97 | -6 | 2 | 3
S=c1[nH]nc(CNc2cccc(Cl)c2)o1 | 1 | 2 | -0.1 | 3 | -2 | -5 | 95 | 1 | 5 | 0
O=C(CSc1nnc(SCc2ccc(Cl)cc2)s1)c1ccc2c(c1)OCO2 | 0 | -1 | 1.1 | 8 | -2 | -3 | 95 | 1 | 0 | -4
COc1ccc2c(c1)C(=O)N(c1ccccc1)C(=O)C2 | 2 | -1 | 1.3 | -2 | -9 | -6 | 109 | -3 | 2 | 1
CN(C)c1ccc(CN2CCC(C(N)=O)CC2)cc1 | -1 | -4 | 0.6 | -2 | 2 | 0 | 95 | -6 | 9 | 14
NC(=O)CSc1nnc(-c2ccncc2)n1CCc1ccccc1 | 2 | 0 | 0.9 | -2 | -4 | 2 | 96 | -2 | -1 | 0
C/C=C\C(=O)Nc1cccc(C2=NOC3(C2)C[C@H](C(N)=O)N(C(=O)/C=C/CC)C3)c1 (some centres not stated) | 2 | 2 | 0.1 | -3 | -10 | 8 | 95 | -5 | 7 | 1
CC1CC(=O)N(c2ccc(NCCc3ccccc3)c([N+](=O)[O-])c2)C1=O (configuration not stated) | -1 | -1 | -2.3 | -3 | 4 | 17 | 90 | 7 | 0 | 0
CC1CCCC(C)N1C(=O)COC(=O)c1c[nH]c2ccccc12 (configuration not stated) | -1 | 27 | 0.6 | -6 | -6 | -1 | 98 | 8 | 1 | 5
O=C(Nc1ccc(-c2nc3cc(NC(=O)c4cccs4)ccc3o2)cc1)c1cccs1 | 24 | 9 | 0.9 | 9 | -10 | -7 | 95 | -4 | -1 | -2
O=c1cc(N2CCCCCC2)[nH]c(=O)n1-c1ccccc1Cl | 0 | 4 | 1.5 | 5 | -5 | 1 | 96 | 7 | 4 | -4
CC(C)COC(=O)N(C)c1ccc(C(O)(C(F)(F)F)C(F)(F)F)cc1 | -1 | -3 | 0.1 | -1 | -1 | 6 | 95 | 3 | 2 | -19
Cc1ccc2c(c1)S/C(=C/c1ccc[n+](C)c1)N2CCO | 1 | -1 | -0.5 | -3 | 0 | 1 | 172 | -5 | -3 | -11
CN(C)S(=O)(=O)c1cccc(NC(=O)c2ccc3nccnc3c2)c1 | -2 | 0 | -0.9 | 1 | -6 | 4 | 95 | 3 | 11 | -3
O=C(O)C1C2OC3C(OC(=O)C31)C2Br (configuration not stated) | 2 | 5 | -1.1 | -1 | -5 | -5 | 97 | 5 | 2 | -4
C=CCNc1nc(-c2sc(NC(=O)C(C)(C)C)nc2C)c(-n2cc(-c3ccccc3)nn2)s1 | x | 10 | x | 4 | -9 | -11 | 119 | x | x | x
Cc1c(C(=O)NCc2ccc(C(C)C)cc2)sc(=O)n1Cc1ccc(S(=O)(=O)N(C)C)cc1 | -3 | -4 | 0.3 | 1 | 3 | -4 | 97 | -9 | 23 | -9
COC(=O)C[C@H]1C[C@@H]2c3cc(NS(=O)(=O)c4cccc(OC)c4)ccc3O[C@@H]2[C@@H](CO)O1 | -1 | 1 | -3.1 | -5 | -5 | -10 | 101 | -5 | 7 | 18
Cc1ccc(NC(=O)CCOc2ccccc2C)cc1F | 3 | -2 | 1.2 | -1 | 8 | -3 | 100 | -1 | 15 | -12
COc1ccc(OC)c2nc(-c3ccncc3)ccc12 | 0 | 0 | -2.4 | 0 | -19 | -5 | 96 | -2 | -6 | 5
CCOC(=O)c1ccc(-n2nc(C)cc2C)cc1 | 1 | -8 | 1.6 | 3 | -5 | 4 | 92 | 9 | 0 | -7
Cc1ccc(S(=O)(=O)NCC(=O)Nc2ccc3c(c2)OCO3)cc1 | 0 | 9 | -0.4 | -7 | -3 | -13 | 96 | -2 | 4 | 1
